Pf Dd2 inh: blocks growth of Plasmodium falciparum Dd2 parasites | P. falciparum Dd2 growth, SYBR Green, 72 h; hits give low values | actives 2.3% (n = 94,000) | activity change, % at 10 µM; in the data active = activity change below about -80%; inconclusive = no clear call, values can overlap the other calls
C diff HTS: blocks growth of Clostridium difficile; actives 0.25% (n = 86,000); growth activity, negative = inhibition, % at 16 µg/mL (by protocol); Clostridium difficile clinical isolate growth, OD600, 24 h; hits give low values;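 active = mean growth activity at or below -80% and every replicate also at or below -80%; inconclusive = mean at or below -80% but some replicate above -80%; inactive = mean growth activity above -80%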;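 also: 0% = DMSO wells and -100% = levofloxacin 16 µg/mL wells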
T cruzi growth: blocks T. cruzi growth in NIH3T3 culture | T. cruzi beta-gal in NIH3T3, GalScreen luminescence, 90 h | inhibition, % at 8.34 µM | actives 5.9% (n = 77,000);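 active = mean inhibition above about 93%, with at least 55% of replicates each passing it, limit read from the data, passing the limit was not always enough; inconclusive = only one of those two conditions holds; inactive = neither condition holds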
GASC1 inh: KDM4C (human) demethylase inhibition | GST-KDM4C 2-372, H3K9me3 peptide, LANCE TR-FRET | inhibition, % at 12.5 µM | actives 0.15% (n = 96,000);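 active = mean replicate inhibition above about 25%, with at least 55% of replicates also reaching it, limit read from the data, passing the limit was not always enough; inconclusive = only one of those two conditions met; inactive = neither condition met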
Target sequence (Q9H3R0 2-372 limits assumed): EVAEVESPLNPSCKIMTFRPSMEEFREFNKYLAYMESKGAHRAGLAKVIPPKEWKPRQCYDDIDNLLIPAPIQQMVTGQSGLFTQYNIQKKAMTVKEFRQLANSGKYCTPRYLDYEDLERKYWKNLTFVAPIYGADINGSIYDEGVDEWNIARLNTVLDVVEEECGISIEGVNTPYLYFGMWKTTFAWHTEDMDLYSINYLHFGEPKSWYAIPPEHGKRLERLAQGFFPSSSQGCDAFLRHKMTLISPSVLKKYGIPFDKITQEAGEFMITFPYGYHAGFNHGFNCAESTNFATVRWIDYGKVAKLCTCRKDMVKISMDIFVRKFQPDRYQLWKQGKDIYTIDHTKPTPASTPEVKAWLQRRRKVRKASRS
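System: N-terminal GST-fused human GASC-1 (KDM4C) fragment, residues 2-372; amount: enzyme final amount 10 nM; incubation: reaction 30 min RT, detection step 1 h RT; medium: HEPES buffer, pH 7.5, plus ascorbate; technique: LANCE TR-FRET, Eu antibody, ULight-streptavidin, EDTA, ex 340 nm, em 618/671 nm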
Starred values were filed as active, the others as inactive; u = inconclusive; x = not tested or not shown; & = joins results of further samples. Rows were taken by chance (roughly 6.8% active in at least one column).

Sample of the layout (4 entries):
Pf Dd2 inh	C diff HTS	T cruzi growth	GASC1 inh	Structure
8	-2	-1	-1.2	CCCC(=O)Nc1ccc2c(c1)C(=O)N(C)C[C@@H](OC)[C@H](C)CN(C(C)=O)[C@H](C)CO2
-29	-7	x	2.2	O=C(C1CCCC1)N1CC(=O)N2[C@H](CO)[C@H](c3ccc(-c4ccccc4F)cc3)[C@@H]2C1
6	-4	0	4.8	Cc1ccc(S(=O)(=O)N(C)C[C@H]2Oc3ccc(NC(=O)Cn4cnnn4)cc3CC(=O)N([C@H](C)CO)C[C@@H]2C)cc1
7	1	x	0.2	CCCC(=O)N1CC2(C1)CN(C(=O)C1CCCCC1)[C@@H](CO)c1[nH]c3cc(OC)ccc3c12

All compounds of this part, previewed entries included:
Pf Dd2 inh	C diff HTS	T cruzi growth	GASC1 inh	Structure
8	-2	-1	-1.2	CCCC(=O)Nc1ccc2c(c1)C(=O)N(C)C[C@@H](OC)[C@H](C)CN(C(C)=O)[C@H](C)CO2
-29	-7	x	2.2	O=C(C1CCCC1)N1CC(=O)N2[C@H](CO)[C@H](c3ccc(-c4ccccc4F)cc3)[C@@H]2C1
6	-4	0	4.8	Cc1ccc(S(=O)(=O)N(C)C[C@H]2Oc3ccc(NC(=O)Cn4cnnn4)cc3CC(=O)N([C@H](C)CO)C[C@@H]2C)cc1
7	1	x	0.2	CCCC(=O)N1CC2(C1)CN(C(=O)C1CCCCC1)[C@@H](CO)c1[nH]c3cc(OC)ccc3c12
11	x	-3	2.2	C[C@H]1CN([C@@H](C)CO)C(=O)CCCn2cc(nn2)CO[C@@H]1CN(C)C(=O)CCCN(C)C
-22	4	x	-1.0	O=C(Nc1ccccc1F)N1CC(=O)N2[C@H](CO)[C@H](c3ccc(C#CC4CC4)cc3)[C@@H]2C1
-65	-4	8	-0.8	COc1cccc(S(=O)(=O)N(C)C[C@@H]2Oc3ncc(-c4cccc(C(=O)N(C)C)c4)cc3C(=O)N([C@@H](C)CO)C[C@H]2C)c1
-1	-4	x	2.2	O=C(C[C@H]1CC[C@H](NC(=O)Nc2cc(F)ccc2F)[C@H](CO)O1)NCCCN1CCOCC1
-2	1	61	3.6	C[C@@H]1CN([C@@H](C)CO)C(=O)c2cccc(NS(=O)(=O)c3cn(C)cn3)c2O[C@@H]1CN(C)Cc1ccc(-c2ccccc2)cc1
-47	4	55	-1.7	COc1ccccc1-c1ccc2c(c1)O[C@@H](CN(C)C(=O)c1ccccc1)[C@@H](C)CN([C@H](C)CO)S2(=O)=O
-71	x	30	8.9	CO[C@H]1CN(C)C(=O)c2cc(NC(=O)c3ccccc3F)ccc2OC[C@H](C)N(CC2CCOCC2)C[C@H]1C
-59	-11	20	0.9	COc1ccc(S(=O)(=O)N(C)C[C@@H]2OCCCC[C@H](C)Oc3ccc(NS(=O)(=O)c4c(C)noc4C)cc3C(=O)N([C@H](C)CO)C[C@@H]2C)cc1
-60	-10	-19	1.2	C[C@H](CO)N1C[C@H](C)[C@H](CN(C)C(=O)c2ccccc2F)Oc2ncc(C#Cc3ccccc3)cc2C1=O
-39	4	60	-2.0	C[C@H](CO)N1C[C@H](C)[C@@H](CN(C)S(=O)(=O)c2ccc(Cl)cc2)OCCCC[C@H](C)Oc2ccc(NC(=O)Nc3ccc(C(F)(F)F)cc3)cc2C1=O
5	6	-6	-0.7	C[C@@H]1CN([C@H](C)CO)C(=O)c2cccc(NC(=O)C3CC3)c2O[C@H]1CN(C)Cc1ccc(C(=O)O)cc1
12	-16	6	-0.4	CC(=O)N1CCCCN2[C@H](C1)[C@H](c1ccc(-c3cccc(C(=O)N(C)C)c3)cc1)[C@@H]2CO
-19&-3	11&10	x	-0.4	COc1cccc(-c2cnc3c(c2)C(=O)N([C@H](C)CO)C[C@H](C)[C@H](CN(C)Cc2ccc(F)cc2)O3)c1
-73	x	99	0.8	C[C@H]1CN([C@@H](C)CO)C(=O)c2cc(C#Cc3cccc(F)c3)cnc2O[C@H]1CN(C)C(=O)C1CCCCC1
-25	-3	-26	0.1	CCCN1C[C@H](C)[C@@H](OC)CN(C)C(=O)c2ccc(NC(=O)c3cccc(OC)c3)cc2OC[C@H]1C
-61	5	x	-0.4	CCCNC(=O)N1CC2(C1)CN(Cc1cccc(F)c1)[C@H](CO)c1[nH]c3cc(OC)ccc3c12
6	0	x	0.2	C[C@H](CO)N1C[C@H](C)[C@@H](CN(C)C(=O)C2CCOCC2)Oc2ncc(-c3ccccc3F)cc2C1=O
0	2	45	2.4	CC(C)NC(=O)N1C[C@@H]2[C@H](c3ccccc31)[C@H](CO)N2Cc1ccccc1
-47	-3	x	2.0	COc1ccc(C#Cc2ccc([C@@H]3[C@@H](CO)N4C(=O)CN(C(=O)Nc5ccccc5F)C[C@H]34)cc2)cc1
8	x	41	1.2	C[C@H](CO)N1C[C@H](C)[C@H](CN(C)C(=O)Nc2ccc(C(F)(F)F)cc2)Oc2ccc(NS(=O)(=O)c3ccccc3)cc2C1=O
-34	17	8	-1.6	COc1ccc(S(=O)(=O)Nc2ccc3c(c2)C(=O)N([C@@H](C)CO)C[C@H](C)[C@H](CN(C)Cc2ccc(Oc4ccccc4)cc2)O3)cc1
42	-3	78	1.1	CS(=O)(=O)N1CCCCN2[C@@H](CO)[C@H](c3ccc(-c4cccc(C#N)c4)cc3)[C@@H]2C1
-62	0	66	0.1	C[C@H](CO)N1C[C@H](C)[C@@H](CN(C)S(=O)(=O)c2ccc(F)cc2)OCCCC[C@H](C)Oc2ccc(NC(=O)C3CCCCC3)cc2C1=O
6	-7	65	0.2	C[C@@H]1CN([C@@H](C)CO)S(=O)(=O)c2ccc(C3=CCCCC3)cc2O[C@@H]1CN(C)C(=O)C1CC1
u	11	46&33	-4.0	C[C@@H]1CCCCO[C@H](CN(C)C)[C@H](C)CN([C@@H](C)CO)C(=O)c2cc(NC(=O)Nc3ccc(C(F)(F)F)cc3)ccc2O1
-8	1	36	-2.2	COc1ccccc1CNC(=O)C[C@H]1CC[C@H]2[C@H](COc3ccc(NC(=O)Nc4ccc(F)c(F)c4)cc3C(=O)N2C)O1
24	-3	15	-0.2	CCCC#Cc1cnc2c(c1)C(=O)N([C@H](C)CO)C[C@H](C)[C@H](CN(C)C(=O)NCCC)O2
3	-4	99*	9.8	C[C@H](CO)N1C[C@H](C)[C@@H](CN(C)Cc2ccc3c(c2)OCO3)Oc2c(NC(=O)c3ccncc3)cccc2C1=O
-23	-3	u	2.1	C[C@H](CO)N1C[C@H](C)[C@@H](CN(C)C)OCc2ccccc2-c2c(n(C)c3ccccc23)C1=O
22&35	0&1	-128&-156	0.5	C[C@@H]1CN([C@@H](C)CO)C(=O)c2cc(Br)cnc2O[C@H]1CN(C)C(=O)Nc1ccc(F)cc1
u	5	121*	1.0	COc1ccccc1C#Cc1ccc2c(c1)O[C@@H](CN(C)Cc1ccncc1)[C@H](C)CN([C@H](C)CO)S2(=O)=O
x	0	72	1.3	O=C(NC1CCC1)[C@@H]1[C@@H](CO)[C@@H]2Cn3c(cccc3=O)[C@H]1N2CC1CCCCC1
-29	1	49	-0.9	C[C@H]1CCCCO[C@@H](CN(C)S(=O)(=O)c2cn(C)cn2)[C@@H](C)CN([C@@H](C)CO)C(=O)c2cc(NC(=O)Nc3ccccc3)ccc2O1
-35	-4	x	-0.2	COCC(=O)N1CC2(C1)CN(C(=O)Nc1ccccc1F)[C@@H](CO)c1c2c2ccc(OC)cc2n1C
57	-5	x	-0.3	CN(C)CC(=O)N[C@H]1C=C[C@@H](CC(=O)O)O[C@@H]1CO
16	20	-24	-2.1	C[C@@H]1CN([C@H](C)CO)C(=O)c2cc(C#CC3(O)CCCC3)cnc2O[C@H]1CN(C)S(=O)(=O)c1ccc(F)cc1
-43	0	u	-0.9	C[C@@H]1CCCCO[C@H](CN(C)Cc2ccc(C(F)(F)F)cc2)[C@H](C)CN([C@@H](C)CO)C(=O)c2cc(NC(=O)Nc3cccc4ccccc34)ccc2O1
9	1	35	0.6	CN1C(=O)c2cc(NC(=O)c3cnccn3)ccc2OC[C@@H]2O[C@@H](CC(=O)O)CC[C@H]21
8	1	40	-0.4	C[C@H]1CN([C@@H](C)CO)C(=O)Cc2cc(NS(=O)(=O)c3cn(C)cn3)ccc2O[C@H]1CN(C)Cc1ccc(C(F)(F)F)cc1
36	6	-1	0.0	COc1ccc(NC(=O)Nc2ccc3c(c2)C(=O)N([C@@H](C)CO)C[C@@H](C)[C@H](CN(C)S(C)(=O)=O)OCCCC[C@@H](C)O3)cc1
-73	3	35	1.1	C[C@@H]1CCCCO[C@H](CN(C)C(=O)NC2CCCCC2)[C@@H](C)CN([C@@H](C)CO)C(=O)c2cc(NC(=O)NC3CCCCC3)ccc2O1
27	-2	-6	3.1	C[C@H]1CN([C@@H](C)CO)C(=O)CCCn2nncc2CO[C@@H]1CN(C)C
2	3	-36	3.2	COc1ccc(CNC(=O)C[C@@H]2C[C@@H]3c4cc(NC(=O)C5CCC5)ccc4O[C@@H]3[C@@H](CO)O2)cc1
-2	-10	27	-1.2	COc1ccc(S(=O)(=O)N2CC[C@@H]3[C@H](CO)Nc4ccc(-c5cccc(C#N)c5)cc4[C@@H]32)cc1
-20	32	79	-3.2	CCCN(C)C[C@@H]1Oc2cc(C#CC3CCCCC3)ccc2S(=O)(=O)N([C@H](C)CO)C[C@H]1C
-61	2	60	1.0	CC(C)CC#Cc1ccc2c(c1)O[C@@H](CN(C)C(=O)c1ccccn1)[C@H](C)CN([C@H](C)CO)S2(=O)=O

Further compounds
Pf Dd2 inh	C diff HTS	T cruzi growth	GASC1 inh	Structure
19	-2	-66	0.0	C[C@H](CO)N1C[C@H](C)[C@@H](CN(C)C(=O)C2CCOCC2)Oc2ncc(-c3cccnc3)cc2C1=O
24	-4	x	1.7	CCC(=O)N1[C@H](CO)[C@H](c2ccc(C3=CCCCC3)cc2)[C@@H]1CN(C)C(C)=O
8	-2	-28	3.4	COCC(=O)N(C[C@H]1[C@H](c2ccccc2)[C@H](CO)N1C(=O)NC(C)C)C(C)C
-33	-6	65	0.3	COc1ccc(NC(=O)Nc2ccc3c(c2)C(=O)N([C@@H](C)CO)C[C@@H](C)[C@H](CN(C)C(=O)C2CCCCC2)OCCCC[C@H](C)O3)cc1
35	0	x	-1.2	CCS(=O)(=O)N1CC2(C1)[C@@H](c1ccccc1)[C@H](CO)N2C(=O)C1CC1
-24	-14	61	0.8	CC(=O)N1CCCCN2[C@H](CO)[C@H](c3ccc(-c4ccccc4)cc3)[C@H]2C1
48	11	x	3.0	COc1ccc(NC(=O)N2CC(=O)N3[C@H](C2)[C@H](c2ccc(Br)cc2)[C@@H]3CO)cc1
-66	-3	8	1.4	C[C@H]1CN([C@@H](C)CO)S(=O)(=O)c2ccc(C#CC3(O)CCCC3)cc2O[C@@H]1CN(C)CC1CC1
-16	x	-58	0.5	CCCNC(=O)Nc1ccc2c(c1)C(=O)N(C)C[C@@H](OC)[C@@H](C)CN(C(=O)C1CCOCC1)[C@H](C)CO2
-12	-2	17	1.2	O=C(O)C[C@@H]1C[C@H]2c3cc(NC(=O)c4ccc5c(c4)OCO5)ccc3O[C@H]2[C@H](CO)O1
-66	-3	-6	0.7	COc1ccc(NC(=O)N(C)C[C@@H]2Oc3c(NC(=O)c4nc5ccccc5s4)cccc3C(=O)N([C@H](C)CO)C[C@H]2C)cc1
-70	-3	x	-1.5	C/C=C/c1ccc2c(c1)O[C@H](CN(C)CC1CCOCC1)[C@@H](C)CN([C@@H](C)CO)S2(=O)=O
5	-2	6	-0.2	C[C@@H]1CN([C@H](C)CO)C(=O)c2cccc(NC(=O)Nc3ccc4c(c3)OCO4)c2O[C@H]1CN(C)C(=O)Nc1ccc2c(c1)OCO2
4	-6	-1	-1.2	O=C(C[C@@H]1C[C@H]2c3cc(NC(=O)C4CCOCC4)ccc3O[C@H]2[C@H](CO)O1)NCC1CC1
-21	13	52	4.2	C[C@H](CO)N1C[C@H](C)[C@H](CN(C)Cc2ccc(Oc3ccccc3)cc2)Oc2ccc(NC(=O)C3CCCCC3)cc2CC1=O
-76	4	41	0.4	COc1ccc(NC(=O)Nc2ccc3c(c2)C(=O)N([C@@H](C)CO)C[C@H](C)[C@@H](CN(C)S(=O)(=O)c2ccc(F)cc2)OCCCC[C@H](C)O3)cc1
-3	-4	13	-1.9	Cc1ccc(S(=O)(=O)Nc2ccc3c(c2)CC(=O)N([C@@H](C)CO)C[C@@H](C)[C@H](CN(C)C(=O)Nc2ccccc2)O3)cc1

Two consecutive records from above, for reference:
Pf Dd2 inh	C diff HTS	T cruzi growth	GASC1 inh	Structure
19	-2	-66	0.0	C[C@H](CO)N1C[C@H](C)[C@@H](CN(C)C(=O)C2CCOCC2)Oc2ncc(-c3cccnc3)cc2C1=O
24	-4	x	1.7	CCC(=O)N1[C@H](CO)[C@H](c2ccc(C3=CCCCC3)cc2)[C@@H]1CN(C)C(C)=O
